Assay outcomes (PubChem BioAssay)
RNase H inhibition – RNase H inhibition, HIV 1 Gag Pol polyprotein, FRET biochemical assay, screening (AID 372). inhibition, % at 10 µM; hits with a dose series show IC50 in µM. HIV-1 RT RNase H, FRET RNA/DNA substrate fluorescence; higher % means a stronger effect. actives 0.77% (n = 100,000); in the data active = inhibition above about 50%
Starred values were filed as active, the others as inactive. This is a subset, so the mix of outcomes need not match the whole.

`O=C1c2ccccc2C(=O)N1CC(O)Cn1c2ccc(Cl)cc2c2cc(Cl)ccc21` (stereo unspecified) gave RNase H inhibition 10.0%.
Screening COc1ccc(C(=O)NNC(=O)C2CC=CCC2)cc1 (stereo unspecified) returned RNase H inhibition 19.0%.
`CCOc1cc(C=C2C(=O)N(c3ccccc3)C(=S)N(c3ccccc3)C2=O)ccc1O` gave RNase H inhibition 11.0%.
Cc1ccc(N2C(=O)C(C=Nc3ccc(C)cc3[N+](=O)[O-])C(=O)NC2=S)cc1 (stereo unspecified) was read as RNase H inhibition 4.0%.
COc1ccc(Br)cc1/C=C/C(=O)Nc1ccc(O)c(-c2nc3ccccc3o2)c1 was read as RNase H inhibition 14.0%.
Cc1ccc(SCCNC(=O)/C=C/c2ccccc2Cl)cc1 was read as RNase H inhibition 15.0%.
For Cc1ccc(Nc2nc(-c3ccc(Cl)c(Cl)c3)cs2)cc1 the results were RNase H inhibition 13.0%.
Screening COc1ccc(S(=O)(=O)Nc2ccc(C#N)cc2)cc1 returned RNase H inhibition 1.0%.
Cc1cc([N+](=O)[O-])ccc1-c1ccc(/C=C2\C(=O)NC(=O)N(Cc3ccccc3)C2=O)o1 was read as RNase H inhibition 60.0%*.
`C=CCc1ccc(OCCOc2ccccc2/C=C2\SC(=S)NC2=O)c(OC)c1` gave RNase H inhibition 19.0%.
For O=C(CC1OC(=O)c2ccccc21)c1ccc(I)cc1 (stereo unspecified) the results were RNase H inhibition 0.0%.
Screening CCCCOc1ccc(Cc2c(O)nc(SC)[nH]c2=O)cc1 returned RNase H inhibition 12.0%.
For COc1cc(/C=C2\SC(=S)N(NC(C)=O)C2=O)cc(OC)c1OC the results were RNase H inhibition 0.0%.
`CC1=C(C(=O)OC(C)C)C(c2ccccc2Br)CC(=O)N1` (stereo unspecified) gave RNase H inhibition 7.0%.
`COc1ccc(CCNC(=O)C(=O)Nc2ccccc2C)cc1` gave RNase H inhibition 1.0%.
Screening CCOC(=O)c1c(NC(C)=O)sc2c1CCC(C)C2 (stereo unspecified) returned RNase H inhibition 38.0%.
Screening O=C(NN=C1CCCCC1)C(O)(c1ccccc1)c1ccccc1 returned RNase H inhibition 11.0%.
For Cc1c(C=C2C(=O)N(C)C(=O)N(C)C2=O)c2ccccc2n1Cc1ccccc1 the results were RNase H inhibition 33.0%.
Cc1cccc(NC(=O)C2C3C=CC(C3)C2C(=O)O)n1 (stereo unspecified) was read as RNase H inhibition 11.0%.
O=C(COc1ccccc1)Nc1ccccc1F was read as RNase H inhibition 0.0%.
`O=C1C(=O)N(c2ccccc2)C(c2ccccc2[N+](=O)[O-])/C1=C(/O)c1ccccc1` (stereo unspecified) gave RNase H inhibition 7.0%.
For COc1ccc(CC(=O)Nc2sc3c(c2C(=O)Nc2ccc(Cl)cc2)CCC3)cc1 the results were RNase H inhibition 16.0%.
Screening CC1(C)CC(CCN(Cc2ccccc2)C(=O)c2ccco2)(c2ccccc2)CCO1 (stereo unspecified) returned RNase H inhibition 28.0%.
Screening COc1cc(OC)cc(C(=O)N2CCN(Cc3ccccc3OC)CC2)c1 returned RNase H inhibition 10.0%.
Screening N#CCc1nc(-c2ccc([N+](=O)[O-])cc2)cs1 returned RNase H inhibition 9.0%.
For O=C(Nc1ccc(-c2cnc(-c3ccc(NC(=O)c4ccccc4Cl)cc3)nc2)cc1)c1ccccc1Cl the results were RNase H inhibition 46.0%.
Screening Cc1cc(C)c(OCCCCCn2ccnc2)c(C)c1 returned RNase H inhibition 5.0%.
For O=S1(=O)CC2N=C(N/N=C/c3ccccc3)SC2C1 (stereo unspecified) the results were RNase H inhibition 0.0%.
`COc1cc(/C=C2/C(=O)NC(=O)N(c3ccccc3F)C2=O)cc(Cl)c1O` gave RNase H inhibition 16.0%.
`COc1ccc(NC(=O)c2c(NC(=O)C(Cl)(Cl)Cl)sc3c2CCC3)cc1` gave RNase H inhibition 7.0%.
`CC1CCN(C2CC(=O)N(c3ccc(Cl)c(Cl)c3)C2=O)CC1` (stereo unspecified) gave RNase H inhibition 3.0%.
`CCN1CCN(Cc2c(O)ccc3c(C)cc(=O)oc23)CC1` gave RNase H inhibition 0.0%.
For Cc1ccc(N2C(=O)CSC23C(=O)Nc2ccccc23)cc1Cl (stereo unspecified) the results were RNase H inhibition 19.0%.
For Cc1ccc(S(N)(=O)=O)cc1NC(=O)Cc1ccccc1 the results were RNase H inhibition 1.0%.
For CCc1nn(-c2ccccc2)c2nc(-c3cccc(Cl)c3Cl)c3cc(OC)c(OC)cc3c12 the results were RNase H inhibition 24.0%.
For Cc1ccc(/C=C2/SC(=S)N(CCCC(=O)Nc3ccccc3O)C2=O)cc1 the results were RNase H inhibition 14.0%.
`CCC(C)OC(=O)C1=C(C)NC2=C(C(=O)CC(c3ccc(Cl)cc3)C2)C1c1cccc(OC)c1OC` (stereo unspecified) gave RNase H inhibition 17.0%.
`CC(Sc1ccc(Cl)cc1)C(=O)NCCc1ccccc1` (stereo unspecified) gave RNase H inhibition 6.0%.
Screening CCc1ccc(OCCOC(=O)Nc2ccccc2)cc1 returned RNase H inhibition 13.0%.
Screening OCCNc1nc(-c2cccnc2)nc2ccccc12 returned RNase H inhibition 3.0%.
For CCOc1cc(C=O)cc(Br)c1OCc1ccc2ccccc2c1 the results were RNase H inhibition 25.0%.
For COC(=O)C1=C(C)N=c2s/c(=C\c3ccccc3Cl)c(=O)n2C1c1ccccc1Cl (stereo unspecified) the results were RNase H inhibition 20.0%.
`COc1cc(C=C2C(=O)NC(=O)NC2=O)cc(I)c1OCc1ccccc1` gave RNase H inhibition 37.0%.
O=C(O)c1ccc2nc3cc(N4CCOCC4)c(N4CCOCC4)cc3nc2c1 was read as RNase H inhibition 4.0%.
Screening COCCNC(=O)/C(C#N)=C/c1cc2c(cc1Br)OCO2 returned RNase H inhibition 11.0%.
COc1ccc(C2C(C(=O)OC(C)C)C(=O)CC(C)(O)C2C(=O)OC(C)C)cc1OC (stereo unspecified) was read as RNase H inhibition 4.0%.
Cc1ccc(-c2cc(C(=O)N/N=C/c3ccccc3)[nH]n2)cc1 was read as RNase H inhibition 16.0%.
`O=C(NCc1ccco1)C1c2ccccc2Oc2ccccc21` gave RNase H inhibition 0.0%.
For Clc1ccc(N=Cc2ccccc2OCc2ccccc2)cc1 the results were RNase H inhibition 9.0%.
CCOC(=O)C1=C(C)N=c2s/c(=C\c3ccc(-c4cccc([N+](=O)[O-])c4)o3)c(=O)n2C1c1c(OC)ccc2ccccc12 (stereo unspecified) was read as RNase H inhibition 1.0%.
For O=C(Nc1ccc(I)cc1)c1ccco1 the results were RNase H inhibition 2.0%.
`O=C1NC(=O)N(Cc2ccco2)C(=O)/C1=C\c1ccc(-c2ccc(Cl)c([N+](=O)[O-])c2)o1` gave RNase H inhibition 35.0%.
For O=C(COc1ccc(Cl)cc1Cl)Nc1ccc(-c2nc3ncccc3o2)cc1 the results were RNase H inhibition 0.0%.
O=[N+]([O-])c1cccc(-c2nnc(-c3ccc4c(c3)OCO4)o2)c1 was read as RNase H inhibition 16.0%.
Screening COc1cc(/C=C2\SC(=S)N(CCCCCCCCCCC(=O)O)C2=O)ccc1O returned RNase H inhibition 23.0%.
CCOC(=O)C1=C(C)N=c2s/c(=C\c3c4ccccc4cc4ccccc34)c(=O)n2C1c1ccc(C)cc1 (stereo unspecified) was read as RNase H inhibition 20.0%.
Oc1cccc(Nc2nc(-c3ccccn3)cs2)c1 was read as RNase H inhibition 23.0%.
For CC(=O)c1c(C)n(S(=O)(=O)c2ccccc2)c2ccc(NS(=O)(=O)c3ccccc3)cc12 the results were RNase H inhibition 32.0%.
Screening Cc1cc(OCC(=O)N/N=C/c2c3ccccc3cc3ccccc23)c(C(C)C)cc1Br returned RNase H inhibition 13.0%.
`COc1cccc(OCCCOc2c(C)cc(Cl)cc2Cl)c1` gave RNase H inhibition 11.0%.

Sorted by molar mass (lowest first): some entries from above.
Oc1cccc(Nc2nc(-c3ccccn3)cs2)c1 was read as RNase H inhibition 23.0%.
For O=C(Nc1ccc(I)cc1)c1ccco1 the results were RNase H inhibition 2.0%.
CCOC(=O)C1=C(C)N=c2s/c(=C\c3c4ccccc4cc4ccccc34)c(=O)n2C1c1ccc(C)cc1 (stereo unspecified) was read as RNase H inhibition 20.0%.

Next part:
For CC(=Nc1ccccc1C)C1=C(O)CSC1=O the results were RNase H inhibition 4.0%.
Screening CC1=C(C(=O)OCCOc2ccccc2)C2(O)C(=O)c3ccccc3C2(O)N1 (stereo unspecified) returned RNase H inhibition 5.0%.
Screening CC(=O)C1=C(O)C(=O)N(CC2CCCO2)C1c1ccc(O)cc1 (stereo unspecified) returned RNase H inhibition 3.0%.
Screening Cc1cc(C)c(S(=O)(=O)Nc2ccccc2C(F)(F)F)c(C)c1 returned RNase H inhibition 2.0%.
Cc1cccc(C)c1NC(=O)C(CC(C)C)N1C(=O)C2C3c4ccccc4C(c4ccccc43)C2C1=O (stereo unspecified) was read as RNase H inhibition 1.0%.
For COc1ccc(CNS(=O)(=O)Cc2ccccc2)cc1 the results were RNase H inhibition 4.0%.
COc1cc2c(cc1OC)C(c1ccc(C)cc1)NCC2 (stereo unspecified) was read as RNase H inhibition 0.0%.
`CC(=O)Nc1ccc(S(=O)(=O)n2c(C)cc(C)nc2=O)cc1` gave RNase H inhibition 6.0%.
CCOC(=O)c1c(NC(=S)NCCc2ccccc2)sc2c1CC(C)(C)OC2 was read as RNase H inhibition 1.0%.
`CCOc1ccc(N(CC(=O)Nc2ccc(-c3nc4ccc(C)cc4s3)cc2)S(C)(=O)=O)cc1` gave RNase H inhibition 27.0%.
For C=CCN1C(=O)/C(=C/c2ccc(-c3cc([N+](=O)[O-])c(Cl)cc3Cl)o2)SC1=S the results were RNase H inhibition 17.0%.
For CCN(CC)c1ccc(/C=N/NC(=O)C(C)Oc2ccc3ccccc3c2)cc1 (stereo unspecified) the results were RNase H inhibition 14.0%.
CC12CC3CC(C1)CC(CNC(=S)Nc1ccccc1)(C3)C2 was read as RNase H inhibition 14.0%.
`CC1=C(C(=O)OC(C)C)C(c2ccccc2Cl)CC(=O)N1` (stereo unspecified) gave RNase H inhibition 0.0%.
For Cc1ccccc1C(=O)N1CCN(C(c2ccccc2)c2ccccc2)CC1 the results were RNase H inhibition 0.0%.
`CC1=C(C(=O)OC2CCCC2)C(c2ccccc2F)C2=C(CC(c3ccccc3)CC2=O)N1` (stereo unspecified) gave RNase H inhibition 7.0%.
COC(=O)c1c(NC(=O)Cc2ccccc2)sc(C)c1C was read as RNase H inhibition 24.0%.
Screening COc1ccc2ccccc2c1C=Nc1cccc(C)c1 returned RNase H inhibition 21.0%.
Cc1ccccc1OCC(=O)Nc1ccc(OC(F)(F)F)cc1 was read as RNase H inhibition 22.0%.
Screening CCCC(C)C(=O)Nc1ccc(Br)cc1 (stereo unspecified) returned RNase H inhibition 15.0%.
`COc1ccccc1N1CCN(Cc2ccc3ccc4cccc5ccc2c3c45)CC1` gave RNase H inhibition 8.0%.
O=C(c1ccccc1F)N1CCN(Cc2ccccc2Cl)CC1 was read as RNase H inhibition 9.0%.
Screening CC1CCc2c(sc(NC(=O)c3ccccc3Br)c2C(=O)OC(C)C)C1 (stereo unspecified) returned RNase H inhibition 10.0%.
For Cc1cc(Nc2ccccc2)n(-c2ccccc2)n1 the results were RNase H inhibition 5.0%.
`CCOc1cc(C(=O)Nc2ccc3oc(-c4cccc(F)c4)nc3c2)cc(OCC)c1OCC` gave RNase H inhibition 21.0%.
CCCCOC(=O)C1=C(C)NC2=C(C(=O)CCC2)C1c1cc2c(cc1Cl)OCO2 (stereo unspecified) was read as RNase H inhibition 2.0%.
Screening CC(C)(C)c1cc(C(C)(C)C)cc(S(=O)(=O)CCc2ccncc2)c1 returned RNase H inhibition 14.0%.
Screening CCOC(=O)CSc1nnc(-c2ccc(Br)cc2)o1 returned RNase H inhibition 12.0%.
For N/C(Cc1cccc2ccccc12)=N\OC(=O)c1ccc(F)cc1 the results were RNase H inhibition 17.0%.
Screening O=C(NN=C1c2ccccc2-c2ccccc21)c1ccncc1 returned RNase H inhibition 5.0%.
For CCCOc1ccc(C(=O)Nc2scc(-c3ccc(Cl)cc3)c2C(=O)OC)cc1 the results were RNase H inhibition 4.0%.
Screening Cc1cc(C(=O)Nc2ccc(F)c(Cl)c2)ccc1[N+](=O)[O-] returned RNase H inhibition 8.0%.
`COc1cccc(C(=O)N2CCN(Cc3ccccc3[N+](=O)[O-])CC2)c1OC` gave RNase H inhibition 5.0%.
Screening O=C(NCc1ccc(F)cc1)c1ccc(Br)cc1 returned RNase H inhibition 5.0%.
Screening O=C(Nc1ccccc1)C1CC(=O)N(C2CCCCC2)C1 (stereo unspecified) returned RNase H inhibition 0.0%.
For O=C1NN(c2ccccc2)C(=O)/C1=C/c1cccc(Cl)c1 the results were RNase H inhibition 5.0%.
CC(C)(C)c1ccc(O)c(N=Cc2ccc(Br)cc2)c1 was read as RNase H inhibition 13.0%.

Compounds above with fluorine, in the order listed:
O=C(COc1ccccc1)Nc1ccccc1F was read as RNase H inhibition 0.0%.
`COc1cc(/C=C2/C(=O)NC(=O)N(c3ccccc3F)C2=O)cc(Cl)c1O` gave RNase H inhibition 16.0%.
Screening Cc1cc(C)c(S(=O)(=O)Nc2ccccc2C(F)(F)F)c(C)c1 returned RNase H inhibition 2.0%.
`CC1=C(C(=O)OC2CCCC2)C(c2ccccc2F)C2=C(CC(c3ccccc3)CC2=O)N1` (stereo unspecified) gave RNase H inhibition 7.0%.
Cc1ccccc1OCC(=O)Nc1ccc(OC(F)(F)F)cc1 was read as RNase H inhibition 22.0%.
O=C(c1ccccc1F)N1CCN(Cc2ccccc2Cl)CC1 was read as RNase H inhibition 9.0%.
`CCOc1cc(C(=O)Nc2ccc3oc(-c4cccc(F)c4)nc3c2)cc(OCC)c1OCC` gave RNase H inhibition 21.0%.
For N/C(Cc1cccc2ccccc12)=N\OC(=O)c1ccc(F)cc1 the results were RNase H inhibition 17.0%.
Screening Cc1cc(C(=O)Nc2ccc(F)c(Cl)c2)ccc1[N+](=O)[O-] returned RNase H inhibition 8.0%.
Screening O=C(NCc1ccc(F)cc1)c1ccc(Br)cc1 returned RNase H inhibition 5.0%.
